# Screens: PubChem BioAssay, The Scripps Research Institute Molecular Screening Center
# TEAD-YAP block: TEAD-YAP interaction inhibition; HEK-TIYL cells, TEAD-Gal4/YAP UAS-luciferase luminescence; 640,000 compounds, 1.4% hits; inhibition, % at 9.12 µM; in the data active = inhibition above about 32%;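 also: 0% = median of test compound wells and 100% = reference inhibitor wells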
# GPR151 ag: activators of human GPR151; 650,000 compounds, 1% hits; PathHunter beta-arrestin GPR151 cells, luminescence; activation, % at 11.2 µM; AID 1508602; Q8TDV0; in the data active = activation above about 4.9%;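 also: 0% = median of compound wells and 100% = cells with positive control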
# Target sequence (Q8TDV0 whole entry, looked up): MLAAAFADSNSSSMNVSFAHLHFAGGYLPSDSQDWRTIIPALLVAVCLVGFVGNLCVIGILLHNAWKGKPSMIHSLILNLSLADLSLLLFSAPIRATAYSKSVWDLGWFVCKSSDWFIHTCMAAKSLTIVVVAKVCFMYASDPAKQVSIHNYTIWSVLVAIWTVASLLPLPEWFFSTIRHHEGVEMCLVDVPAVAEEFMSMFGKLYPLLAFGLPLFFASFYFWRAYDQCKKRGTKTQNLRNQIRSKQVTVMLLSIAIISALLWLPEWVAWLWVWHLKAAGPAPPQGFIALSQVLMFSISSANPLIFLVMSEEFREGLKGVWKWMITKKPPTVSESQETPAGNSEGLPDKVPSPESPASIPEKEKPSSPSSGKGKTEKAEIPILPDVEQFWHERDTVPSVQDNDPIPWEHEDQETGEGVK
# FBW7 act: activators of human E3 ligase FBW7. 650,000 compounds, 0.13% hits. AlphaScreen FBW7–phospho-cyclin E peptide binding, activator screen. normalized activity (activation), % at 26.1 µM. Q969H0; in the data active = normalized activity above about 1.9%;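 also: purified mutant Fbw7 with reduced substrate affinity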
# MITF inh: human MITF inhibition, primary screen. AlphaScreen MITF homodimerization, bead proximity signal. inhibition, % at 2.6 µM. 650,000 compounds, 0.91% hits; in the data active = inhibition above about 50%;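 also: 0% = vehicle wells with protein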
# Target sequence (O75030 whole entry, looked up): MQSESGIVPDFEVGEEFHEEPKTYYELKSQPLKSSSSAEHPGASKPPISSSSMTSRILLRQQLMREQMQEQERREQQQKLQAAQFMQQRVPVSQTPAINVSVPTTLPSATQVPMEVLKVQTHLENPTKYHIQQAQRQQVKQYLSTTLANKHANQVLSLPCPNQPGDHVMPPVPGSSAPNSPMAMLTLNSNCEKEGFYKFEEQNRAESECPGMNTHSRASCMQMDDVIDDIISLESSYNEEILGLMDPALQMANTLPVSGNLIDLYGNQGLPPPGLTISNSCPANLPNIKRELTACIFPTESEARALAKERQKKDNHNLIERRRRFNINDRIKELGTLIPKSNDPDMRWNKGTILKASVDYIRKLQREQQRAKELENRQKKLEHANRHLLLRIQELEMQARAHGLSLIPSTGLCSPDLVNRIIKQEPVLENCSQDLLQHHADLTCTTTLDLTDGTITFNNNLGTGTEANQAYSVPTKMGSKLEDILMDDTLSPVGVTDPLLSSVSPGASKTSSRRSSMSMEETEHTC
# Active calls of the source: *; . = not tested or not shown; & = joins results of further samples.
SMILES,TEAD-YAP block,GPR151 ag,FBW7 act,MITF inh
CN1C(=O)c2ccccc2C(C(=O)O)C1c1c[nH]c2ccccc12 (stereo not drawn),1,0.4,0.1,9
O=C(NC(=S)Nc1ccc2oc(-c3ccc(Br)cc3)nc2c1)c1ccco1,-14,-0.1,0.1,6
CC1(C)CC(=O)c2cc(-c3ccc(Br)cc3)n(CC(=O)OCC(=O)c3ccc(Br)cc3)c2C1,2,-0.3,-0.1,-1
O=C(CN1c2cccc3cccc(c23)S1(=O)=O)N1CCCCC1,-2,0.9,0.1,-15
CCN1C(=O)NC(c2ccc([N+](=O)[O-])cc2)C(C(=O)c2cccs2)C1(O)C(F)(F)F (stereo not drawn),-1,-0.8,-0.1,4
CCOc1ccc(CCn2c(-c3ccccc3)cn3c4c(=O)n(C)c(=O)n(C)c4nc23)cc1OCC,-1,0.2,-0.2,-4
CC(C)(C)OC(=O)N1CCC(C(=O)N2CCCCC2)CC1,-4,0.0,-0.1,-1
O=C(NNC1CC(=O)N(c2ccc(Cl)cc2)C1=O)c1cccnc1 (stereo not drawn),4,2.3,-0.2,-4
Cc1onc(-c2ccccc2)c1C(=O)N/N=C/c1cc(Br)cs1,-1,0.0,0.7,6
CCOc1cc(Br)cc(/C=C2/SC(=S)NC2=O)c1O,4,-0.3,-0.4,-4
CC(CCc1ccccc1)NC(=O)C(=O)NCC1OCCc2ccccc21 (stereo not drawn),-1,-1.0,0.0,-14
O=C(O)c1ccc(N2C(=O)/C(=C\c3ccccn3)SC2=S)cc1,11,-1.0,-0.1,-2
C#CCN1C(=O)S/C(=C/c2ccc(OCC(N)=O)c(OCC)c2)C1=O,10,2.8,-0.3,-11
Cc1cccc(N2C(=O)/C(=C/c3ccc(-c4ccc(Br)cc4)o3)C=C2c2ccccc2)c1,-5,-1.0,0.0,10
O=C(c1ccc([N+](=O)[O-])cc1)c1coc2ccc(O)cc12,-52,-0.5,-0.1,10

# Part of the list above in a different format:
# Values in the order: TEAD-YAP block	GPR151 ag	FBW7 act	MITF inh
- CN1C(=O)c2ccccc2C(C(=O)O)C1c1c[nH]c2ccccc12 (stereo not drawn)
    1	0.4	0.1	9
- O=C(NC(=S)Nc1ccc2oc(-c3ccc(Br)cc3)nc2c1)c1ccco1
    -14	-0.1	0.1	6
- CC1(C)CC(=O)c2cc(-c3ccc(Br)cc3)n(CC(=O)OCC(=O)c3ccc(Br)cc3)c2C1
    2	-0.3	-0.1	-1
- O=C(CN1c2cccc3cccc(c23)S1(=O)=O)N1CCCCC1
    -2	0.9	0.1	-15
- CCN1C(=O)NC(c2ccc([N+](=O)[O-])cc2)C(C(=O)c2cccs2)C1(O)C(F)(F)F (stereo not drawn)
    -1	-0.8	-0.1	4
- CCOc1ccc(CCn2c(-c3ccccc3)cn3c4c(=O)n(C)c(=O)n(C)c4nc23)cc1OCC
    -1	0.2	-0.2	-4
- CC(C)(C)OC(=O)N1CCC(C(=O)N2CCCCC2)CC1
    -4	0.0	-0.1	-1
- O=C(NNC1CC(=O)N(c2ccc(Cl)cc2)C1=O)c1cccnc1 (stereo not drawn)
    4	2.3	-0.2	-4
- Cc1onc(-c2ccccc2)c1C(=O)N/N=C/c1cc(Br)cs1
    -1	0.0	0.7	6
- CCOc1cc(Br)cc(/C=C2/SC(=S)NC2=O)c1O
    4	-0.3	-0.4	-4
- CC(CCc1ccccc1)NC(=O)C(=O)NCC1OCCc2ccccc21 (stereo not drawn)
    -1	-1.0	0.0	-14
- O=C(O)c1ccc(N2C(=O)/C(=C\c3ccccn3)SC2=S)cc1
    11	-1.0	-0.1	-2

# The list goes on:
SMILES,TEAD-YAP block,GPR151 ag,FBW7 act,MITF inh
C=CCN(C)C(=O)c1cnc2scc(-c3cccc(OC)c3)n2c1=O,0,1.0,0.7,45
COc1ccc(N2CC(O)(c3ccccc3)[N+]3=C2SCCC3)cc1 (stereo not drawn),15,0.3,0.1,11
O=S(=O)(NCCc1csc(-c2cccnc2)n1)c1cccs1,6,0.4,0.0,10
CCN1C(=O)C(C)S/C1=C(/C#N)C(=O)NCc1ccco1 (stereo not drawn),-5,1.1,0.0,1
CNC(=O)/C(C#N)=C/c1c(Oc2ccccc2F)nc2c(C)cccn2c1=O,19,-1.3,-0.2,10
COc1ccccc1/C=C/C=C1/N=C(c2ccc([N+](=O)[O-])cc2)OC1=O,-5,0.2,0.3,-4
O=c1/c(=C\c2ccc(F)cc2)sc2nc3cc(Br)cnc3n12,2,-0.6,0.6,-8
O=C(CCN1C(=O)c2ccccc2C1=O)Nc1ccc(Cl)cc1,2,-1.5,0.4,14
Cc1ccc(S(=O)(=O)N(Cc2ccccc2)c2ccccc2C(=O)NC(C)(C)C)cc1,-3,-0.1,0.0,4
COc1cccc(N=Cc2c(C)[nH]n(-c3ccccc3)c2=S)c1,-3,1.5,-0.1,5
N[C@H](C(=O)O)[C@H](OCc1ccccc1)C(=O)O,.,-0.1,0.0,11
O=C(Nc1cccc(N2CCC(NCc3ccon3)CC2)c1)c1cccnc1,0,5.9*,-0.1,-1
CC(N)(C(=O)O)c1cccc(CC(=O)O)c1 (stereo not drawn),.,2.3,0.0,-7
S=C1NC2(CCCC2)Nc2sc3c(c21)CCCC3,10,1.3,-0.1,-4
CC1C(=O)NC(=O)N1c1ccc(F)cc1 (stereo not drawn),13,-1.4,-0.1,0
O=c1cc[nH]c2nc(C(Cl)(Cl)Cl)nc(-c3ccccc3)c12,12,0.5,0.7,17
CC(=O)Nc1ccc2nsnc2c1,16,1.4,0.0,7
COc1cccc(NC(=O)Cn2cc(S(=O)(=O)c3ccccc3)c(=O)c3ccccc32)c1,3,-0.1,0.2,9
CC(C)c1ccc(NC(=O)C(c2ccc3c(c2)OCO3)N(C)Cc2ccccc2)cc1 (stereo not drawn),-15,-0.2,-0.3,6
CCOc1ccc(NC(=O)CSc2nc3ccsc3c(=O)n2Cc2ccccn2)cc1,-13,-1.3,-0.1,-4
CCN1C(=O)/C(=C2/C(=O)N(c3ccc4ccccc4c3)N=C2C)c2cc([N+](=O)[O-])ccc21,13,-1.7,0.2,17
CS(=O)(=O)N(CC(=O)Nc1cccc(Cl)c1)c1ccc2c(c1)OCO2,8,-0.5,-0.1,7
CC1=C(C(=O)N2CCCCC2)C(c2ccc(O)c([N+](=O)[O-])c2)C2=C(CCCC2=O)N1 (stereo not drawn),-3,-0.3,-0.1,0
Cc1ccc(C(C)C)c(OCC(=O)Nc2ccc(C(N)=O)cc2)c1,-8,-1.6,0.1,-5
O=C(NCc1nc2ccccc2[nH]1)C1CCN(c2ccc(Nc3ccc(C(F)(F)F)cc3)nn2)CC1,-3,1.0,0.1,-2
COc1ccc(C(=O)Nc2cc(C(=O)N3CCN(c4ccc(F)cc4)CC3)ccc2N2CC3CC(C2)c2cccc(=O)n2C3)cc1 (stereo not drawn),-4,-1.2,-0.1,-3
O=C(CN1C(=O)NC2(CCCC2)C1=O)Nc1ccc(Cl)cc1C(F)(F)F,7,-0.7,0.1,4
CCC(=O)N1CCN(S(=O)(=O)c2ccc(C)cc2)C1c1ccc(N(C)C)cc1 (stereo not drawn),2,1.9,0.2,8
O=C(O)c1ccccc1CSc1nnnn1-c1ccccc1,10,0.8,-0.1,-14
Cc1cc(C)n(-c2cc(N3CCN(C(=O)c4ccccc4Br)CC3)ccc2[N+](=O)[O-])n1,4,-0.5,-0.1,0
C=CCNCCC1CCC(=O)N1Cc1ccccc1OC(F)(F)F (stereo not drawn),11,-0.8,-0.2,5
C=CCc1ccc(OCCOc2ccc(/C=C3/C(=N)N4N=C(C)SC4=NC3=O)cc2)c(OC)c1,-32,-1.3,0.2,11
O=[N+]([O-])c1cccc(N=Cc2ccncc2)c1,9,0.6,-0.1,-1
CCOc1ccc(C(=O)NCC(c2ccc3c(c2)OCO3)N2CCN(C)CC2)cc1 (stereo not drawn),0,-0.5,0.0,-3
COc1ccc(Cl)cc1C1=N/C(=C/c2ccc(Cl)cc2Cl)C(=O)O1,8,-0.4,0.1,14
COc1ccccc1C(=O)N1CCN(S(C)(=O)=O)CC1,2,-0.9,-0.2,5
COc1ccc2c(c1)C[C@H](C(=O)Nc1ccc(-c3cn[nH]c3)cc1N1CCN(C)CC1)NC2,-7,1.5,0.0,-5
CN(C)CCN1C(=O)C(=O)/C(=C(\O)c2ccc(S(=O)(=O)N(C)C)cc2)C1c1ccccc1 (stereo not drawn),-2,0.6,-0.1,3
COc1ccccc1CNC(=O)c1cnn2c(C)c(Cc3ccccc3F)c(C)nc12,-12,1.1,0.0,2
CCOC(=O)c1sc(NC(=O)CSc2nnc3ccccn23)c(C(=O)OCC)c1C,-13,2.3,0.3,-1
O=C(Cn1cnc2c(sc3ccccc32)c1=O)Nc1ccc(Cl)cc1F,9,-0.5,0.6,-1
Cc1nn2c(=O)/c(=C/c3ccccc3Cl)sc2nc1=O,-1,-0.4,0.0,-13
O=C(NCc1ccccc1)c1ccc2c(=O)n(-c3ccc(F)cc3)c(=S)[nH]c2c1,2,-0.3,-0.1,-2
CCCN(CCC)S(=O)(=O)c1ccc(C(=O)N2CCc3ccccc3C2)cc1,18,-0.1,0.1,16
COc1ccc(N2CCN(S(=O)(=O)CCNC(=O)C3CCCC3)CC2)cc1,12,2.4,0.2,1
COc1cccc(CNC(=O)Nc2ccc(-c3cn[nH]c3)cc2OC)c1,-16,0.9,0.0,18
CCOc1ccc(Oc2cc(NC(=O)c3cc4n(n3)C(C(F)(F)F)CC(c3cccs3)N4)cc([N+](=O)[O-])c2)cc1 (stereo not drawn),10,1.4,0.0,5
CC(=O)C(Cc1ccccc1)NC(=O)COc1ccccc1F (stereo not drawn),3,0.7,0.1,-10
CCOC(=O)c1c(NC(=O)CCN2CCCC2)sc2c1CC(C)(C)OC2,-3,0.8,0.0,14
Oc1ccc(N=Cc2nc(-c3ccc(Br)cc3)oc2O)cc1,-14,0.8,-0.2,-1
CN1CCN(c2ccc(CNC(=O)c3csc4ccccc34)cc2)CC1,-9,0.7,0.8,15
Cc1ccc(C(=O)Oc2cccc(/C=C3\SC(N)=NC3=O)c2)cc1,5,0.8,-0.1,-2
CCOC(=O)c1sc(N)c(C#N)c1CSc1nnc(-c2ccccc2F)n1C,5,-1.7,0.0,17
CCOC(=O)c1c(C)n(-c2ccccc2)c2cc(Br)c(O)cc12,-2,-0.2,-0.1,-6
Cc1nn(C(=O)C2CCCN2S(=O)(=O)c2ccc(Cl)cc2)c(C)c1Sc1ccc(Cl)cc1 (stereo not drawn),8,-0.4,-0.1,4
CC1=CC(C)(C)NC(=S)N1c1cccc(Cl)c1,-2,-0.1,0.5,7
Cc1ccc(S(=O)(=O)n2cnc3cc(C)c(C)cc32)cc1,-6,-0.1,0.1,12
CC(C)C(NS(=O)(=O)c1ccc(Br)s1)C(C)C,1,0.7,0.6,16
Cc1cc(Cl)ccc1OCC(=O)NC1CCCCC1,-32,-0.3,0.1,9
COc1cc([N+](=O)[O-])cc(/C=C2/C(=O)NN(c3ccc(F)cc3)C2=O)c1O,6,-0.1,0.0,6

# Next section:
SMILES,TEAD-YAP block,GPR151 ag,FBW7 act,MITF inh
CCOC(=O)C1=CN(CC2CCCO2)C=C(C(=O)OCC)C1c1ccc2c(c1)OCO2 (stereo not drawn),6,1.9,0.4,-25
COc1cc(Cl)c(C)cc1NC(C)=O,2,-0.1,0.1,1
N#Cc1cccc(-c2nc(C(N)=O)c3[nH]c(=O)n(C4CCCCC4)c3n2)c1,-1,1.0,0.0,5
O=c1c2c(nc3nc(NCc4ccc(Br)cc4)[nH]n13)CCC2,0,1.3,0.0,-2
CC1(C)CC(NC(=O)C(=O)NN)CC(C)(C)N1,5,2.4,-0.2,9
O=C(c1cc2cc([N+](=O)[O-])ccc2oc1=O)N1CCN(c2ccc(Cl)cc2)CC1,6,1.6,0.1,6
COc1ccc(S(=O)(=O)N2CCN(c3ccccc3OC)CC2)cc1Br,4,0.8,-0.1,-4
NC(=O)COc1ccc(CNC2CCCC2)cc1,2,1.3,0.0,7
CCC[C@@H]1NC(=O)[C@@H]2C[C@H](NCc3cn(CC)nc3C)CN2C1=O,11,0.4,0.1,15
COC(=O)c1ccccc1NC1=NS(=O)(=O)c2cc([N+](=O)[O-])ccc21,1,0.1,0.0,-3
CC(C)c1ccc(NC(=O)CSc2ccc([N+](=O)[O-])cn2)cc1,2,0.7,0.0,-4
O=C(NCCc1c[nH]c2ccccc12)c1ccc2c(c1)NC(=O)C1CCCN21 (stereo not drawn),-6,-0.2,-0.1,3
CCC(CO)NC(=O)c1cnc2scc(-c3ccc(OC)cc3)n2c1=O (stereo not drawn),6,0.1,0.5,7
CCNc1nc(NCC)n2c(SCC(=O)N3CC4(C)CC3CC(C)(C)C4)nnc2n1 (stereo not drawn),3,-2.3,0.0,8
CC(C(=O)O)c1ccc(-c2ccccc2)c(F)c1 (stereo not drawn),1&4,-4.8&-6.1&-6.6&-5.5&-7.2&-3.8&-4.4,0.0&0.1&0.6&0.5&0.1,-17&-17&-2&-15&4&8&-6
CCc1ccc(-c2cc(C(=O)Nc3ccc(C(=O)OC)cc3)c3ccccc3n2)cc1,2,1.3,0.0,7
COc1ccccc1CNC(=O)CN1NS(=O)(=O)c2ccccc2C1=O,-2,0.6,0.0,-4
